Cl transport mod = KCC2 cotransporter modulators, thallium flux, primary screen, cell-based, HEK293 KCC2, FluoZin-2 fluorescence, MLSMR; B-score of Tl+ flux slope (higher = more flux/activation; lower = inhibition) at 10 µM; 190,000 tested, 2.2% active; Solute carrier family 12 member 5 (Homo sapiens), Q9H2X9; KCC2 cells, thallium flux FluoZin-2 fluorescence;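 active = thallium flux slope and its plate-corrected score both differing from the plate sample mean at a set confidence after two filtering rounds, in either direction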;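 note: slope of fluorescence scaled to starting intensity during 10 to 20 s after thallium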
Furin inh = human furin inhibitors, primary screen, biochemical, fluorescence intensity | AID 463115, 2010 | purified furin, fluorogenic substrate cleavage | inhibition, % at 30 µM | P09958 | 220,000 tested, 0.061% active; in the data active = inhibition above about 25%; note: inactives centre near -15
m-calpain inh = inhibitors of pig calpain II, primary screen, biochemical, fluorogenic peptide substrate, 1536-well | 220,000 tested, 0.37% active | purified calpain II, 30 min | inhibition, % at 16 µM;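 active = inhibition above about 50%, limit read from the data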
PERK inh = block of dimerizer-induced PERK translation repression, primary screen, PERK inhibitor project, CHO PERK-DD cells, SEAP luminescence, HTS | inhibition, % at 5.6 µM | CHO PERK-DD fusion, SEAP luminescence translation reporter | 220,000 tested, 0.17% active | AID 1416, 2008 | Eukaryotic translation initiation factor 2-alpha kinase 3 (Homo sapiens), Q9NZJ5;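 active = inhibition above the mean inhibition of all tested compounds plus 3 SD, set separately per screening campaign, cut at about 2.9% in these data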;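 note: PERK kinase domain activated by AP20187 dimerizer at 100 nM; 0% = DMSO with dimerizer and 100% = rapamycin at 8.4 µM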
FXIa inh = human FXIa protease inhibitors, primary screen, biochemical, 1536-well; 220,000 tested, 0.14% active; inhibition, % at 5 µM; Coagulation factor XI (Homo sapiens), P03951; purified FXIa, Boc-Glu-Ala-Arg-AMC fluorogenic substrate;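 active = inhibition of at least 40%; inactive = inhibition below 40%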;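 note: fluorescence of freed AMC excited at 355 nm; 0% = enzyme without compound and 100% = no enzyme blank; many of its hits are not listed in these tables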
thrombin 1536 = human alpha-thrombin inhibitors, primary screen, counter-screen for coagulation protease inhibitor project, biochemical, 1536-well, fluorogenic AMC substrate. 220,000 tested, 0.26% active. Prothrombin (Homo sapiens), P00734. inhibition, % at 5 µM. Boc-VPR-AMC fluorogenic substrate cleavage;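 active = inhibition at or above 40%; inactive = inhibition below 40%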;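 note: 0% = enzyme with no compound and 100% = wells without enzyme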
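System: human alpha-thrombin protein; Compound dosing: one concentration per compound, 5 µM, with 0.2% DMSO; Timing: reaction at room temperature; Technique: AMC fluorescence, 355/460 nm; Controls: enzyme without compound as high, wells lacking enzyme as low.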
FXIIa inh = human FXIIa protease inhibitors, primary screen, biochemical, 1536-well | purified FXIIa, Boc-QGR-AMC fluorogenic substrate, 2 h | Coagulation factor XII (Homo sapiens), P00748 | inhibition, % at 5 µM | 220,000 tested, 0.3% active | AID 800, 2007; in the data active = inhibition above about 40%;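 note: 0% = enzyme with no compound and 100% = blank without enzyme; many of its hits are not listed in these tables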
Rad51 HR inh = human RAD51 strand exchange inhibitors, primary screen, biochemical, fluorescence | DNA repair protein RAD51 homolog 1 (Homo sapiens), Q06609 | hRad51 DNA strand exchange, fluorescence dequenching | inhibition, % at 10 µM | 200,000 tested, 0.085% active | AID 1385, 2008;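 active = inhibition above 40% at the single screening dose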;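 note: 0% = DMSO control wells and 100% = blanks with heterologous ssDNA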
Target sequence (Q06609 whole entry, looked up): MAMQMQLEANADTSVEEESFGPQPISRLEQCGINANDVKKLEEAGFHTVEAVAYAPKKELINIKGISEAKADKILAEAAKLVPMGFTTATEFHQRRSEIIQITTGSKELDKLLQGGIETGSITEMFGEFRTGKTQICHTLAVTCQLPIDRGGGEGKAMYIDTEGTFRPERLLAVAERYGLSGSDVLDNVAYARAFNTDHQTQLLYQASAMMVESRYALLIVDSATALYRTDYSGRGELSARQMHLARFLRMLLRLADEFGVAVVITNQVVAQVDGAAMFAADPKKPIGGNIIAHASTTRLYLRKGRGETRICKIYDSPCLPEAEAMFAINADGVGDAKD
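Material: human Rad51–ssDNA filaments; Probe or stimulus: labelled 47-mer dsDNA for strand exchange; Doses: single 10 µM dose; Incubation: 37 °C 15-min filament assembly, 30-min compound preincubation, 15-min exchange; Technique: FRET fluorescence dequenching, excitation 485 nm, emission 520 nm; Measure: Fluorescence-based percent inhibition, control- and blank-normalised; Benchmarks: plate control and blank wells.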
KLK5 inh = human KLK5 protease inhibitors, primary screen, biochemical, 1536-well | recombinant hK5, fluorogenic AMC substrate cleavage | inhibition, % at 5 µM | 210,000 tested, 0.59% active | AID 873, 2007;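 active = inhibition of 40% or more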;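 note: 0% = enzyme controls without compound and 100% = no-enzyme blanks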
Target sequence (Q9Y337 67-293 limits assumed): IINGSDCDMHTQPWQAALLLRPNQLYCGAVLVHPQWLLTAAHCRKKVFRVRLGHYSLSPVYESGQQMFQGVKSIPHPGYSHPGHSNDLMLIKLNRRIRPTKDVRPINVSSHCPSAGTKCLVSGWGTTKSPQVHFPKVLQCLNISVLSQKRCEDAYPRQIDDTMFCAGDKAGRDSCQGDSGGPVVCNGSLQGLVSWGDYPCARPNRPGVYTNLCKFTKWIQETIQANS
Active calls of the source: *; nt = not tested or not shown; & = joins results of further samples; ! = not active in a repeat; [ ] = remark or other dose.

SMILES | Cl transport mod | Furin inh | m-calpain inh | PERK inh | FXIa inh | thrombin 1536 | FXIIa inh | Rad51 HR inh | KLK5 inh
CCn1c(SCC(=O)Nc2ccc3c(c2)OCCO3)nc2c(c1=O)SC(C)C2 (centres undefined) | -0.82 | -2 | 1 | -2.1 | -4 | -2 | -2 | nt | -13
CC1CCCCC1NS(=O)(=O)c1ccc(-n2cnnn2)cc1 (centres undefined) | 0.8 | -11 | 15 | 0.7 | 2 | -1 | 11 | 5 | -13
Cc1ccc(SCCc2ccc(C)nc2)cc1 | -0.61 | -12 | 24 | -0.9 | 1 | 1 | 8 | -4 | -1
O=C(NCCCn1ccnc1)Nc1cccc(Cl)c1 | -0.61 | -14[20 µM] | 1 | 0.8 | -19 | -3 | -13 | 1 | -7
CCOc1ccc(NC(=O)NNC(=O)c2ccc(CC)s2)cc1 | 0.03 | -25 | -7 | 0.3 | -1 | 3 | 10 | nt | 0
Cc1ccc(NC(=S)NCC2CCCO2)cc1C (centres undefined) | -0.16 | -25[20 µM] | -17 | 1.3 | 1 | 0 | 11 | 6 | -10
Cc1cc(C)n2nc(S(=O)(=O)NC3CCCCC3)nc2n1 | -0.15 | -22 | -17 | 0.3 | 5 | 1 | 15 | 15 | 0
COC(=O)c1c(NC(=O)C(C)(C)C)csc1C | 0.47 | -15 | -20 | -0.5 | -1 | 2 | 7 | 5 | -3
COc1ccc(OCc2nnnn2-c2ccccc2)cc1 | 0.29 | -3[20 µM] | 27 | 0.7 | 2 | -6 | 18 | 1 | -17
Cc1ccc(OCC(=O)NC(=S)Nc2ccc(Br)cn2)cc1C | 0.13 | -20 | -12 | 0.9 | 0 | -6 | 8 | -3 | 3
CCOC(=O)c1c(CN2CCN(CCO)CC2)n(-c2ccccc2)c2cc(Br)c(O)cc12 | -0.48 | -25 | -8 | -0.3 | -4 | -2 | 5 | 4 | 1
[N-]=[N+]=CC(=O)C(Cc1ccccc1)N1C(=O)c2ccccc2C1=O (centres undefined) | -1.1 | -18 | -37 | -0.3 | -5 | -2 | 2 | -4 | -6
CCCCCCCCCCCCCCCCn1cc[n+](C)c1 | 0.34&1 | -9&-9 | 54*! | 1.0&0.4 | 0&-5 | -7 | 7&6 | 11 | -1&-3
Cc1c(C(=O)N2CC(C)OC(C)C2)sc2nc(-c3ccccc3)cn12 (centres undefined) | nt | -12 | -43 | 0.0 | 0 | -3 | -3 | nt | 1
S=c1[nH]ccn1Cc1ccccc1 | -0.12 | -21 | 4 | 1.1 | -1 | -2 | 5 | -5 | -1
Cn1cccc1-c1nc2ccc(NC(=O)c3ccc([N+](=O)[O-])cc3)cc2[nH]1 | -0.53 | -4[20 µM] | 12 | -2.1 | -9 | -6 | 0 | -3 | 3
C=CCn1c(SCc2nc3ccccc3nc2C)nnc1-c1ccoc1C | nt | -13 | -7 | -0.4 | -3 | -1 | 2 | 5 | -25
CCOc1nc(-c2ccc(Cl)cc2)nc2ccccc12 | 0.57 | -23 | -4 | 0.8 | -5 | -14 | 0 | nt | -13
CSc1nnc(C)c(=O)n1COC(=O)COc1ccc(Cl)cc1Cl | -0.4 | -30 | -25 | 1.0 | 15 | 6 | -1 | -4 | -4
CC(C(=O)Nc1ccc(C#N)cc1)N(C)CC(=O)Nc1ccccc1Br (centres undefined) | -2.7 | -29 | 24 | -0.1 | -8 | 1 | 2 | 1 | -6
CC(C)CCN1CC(C(=O)NCCC2=CCCCC2)CC1=O (centres undefined) | 0.076 | -22 | -8 | -0.2 | -6 | -9 | -3 | -7 | -12
O=C(Nc1nccs1)c1sc2cc(Cl)ccc2c1Cl | nt | -19[20 µM] | -99 | 0.8 | -8 | -4 | -9 | -2 | 3
Cc1cccc(C(C)Nc2ccc([N+](=O)[O-])cn2)c1 (centres undefined) | -1 | -3[20 µM] | -18 | 0.3 | 1 | 5 | 10 | -8 | 4
COc1ccc(CCN2C(=O)CC(N3CCN(S(=O)(=O)c4ccccc4)CC3)C2=O)cc1OC (centres undefined) | -0.26 | -15 | -19 | -1.0 | -5 | -6 | 0 | 6 | 0
O=C(CSCc1c(F)cccc1Cl)NCc1ccncc1 | -0.65 | -10 | 9 | -0.2 | -1 | -1 | 3 | -3 | -3
Cc1c(Br)c([N+](=O)[O-])nn1CCCC(=O)N1CCN(c2ccccc2)CC1 | -0.099 | -1 | 11 | -0.7 | 5 | -2 | 5 | 5 | -18
CCOC(=O)N1CCN(C2=CC(=O)OC23CCCCC3)CC1 | -0.56 | -15 | -5 | 0.2 | 20 | 0 | 20 | 3 | -1
CC(=O)N1CCN(S(=O)(=O)c2cccc(C(=O)Nc3nc4ccccc4[nH]3)c2)CC1 | 0.28 | -16 | 7 | 0.6 | 5 | 2 | 10 | 20 | -25
O=C(CC1SC(=O)N(Cc2cccc3ccccc23)C1=O)Nc1nccs1 (centres undefined) | nt | -20[20 µM] | -18 | -0.1 | -4 | -5 | 4 | -7 | -22
CCC(CC)C(=O)Nc1cccc(C(=O)N2CCCC2)c1 | 0.58 | -3[20 µM] | 20 | -0.5 | 8 | -2 | 20 | -5 | -3
Cc1ccc(NC(=O)COc2ccccc2C(=O)NCCN(C)C)cc1 | 0.62 | -17 | -13 | 0.2 | 2 | 9 | 5 | -3 | 0
COC(=O)c1cc2c(ccn2-c2ccc(F)cc2)n1CC(C)C | 0.36 | -7[20 µM] | 14 | 0.0 | 6 | 0 | 21 | -2 | 3
CCOC(=O)N1CCN(S(=O)(=O)/C=C/c2ccccc2)CC1 | 0.012 | -37 | -3 | 0.4 | -7 | -16 | -18 | -10 | -1
COc1ccc(CN2CCCC(CNC(=O)c3ccc(F)cc3)C2)c(C)c1C (centres undefined) | -0.24 | -13 | -1 | -0.3 | -1 | -5 | 8 | -6 | 4
FC(F)(F)c1cccc(NC(=S)N2CCN(c3ccccn3)CC2)c1 | -0.41 | -29 | -20 | 0.2 | -3 | -6 | 5 | 3 | -4
CC(C)Sc1nc2sc(-c3ccccc3)cc2c(=O)n1N | 0.46 | -11[20 µM] | -38 | 0.5 | -2 | 0 | 15 | 4 | -9
Cc1ccc2nc3c(cc2c1)c(NS(=O)(=O)c1ccccc1)nn3CC(C)C | -0.016 | -2[20 µM] | -113 | 0.1 | -7 | 4 | -1 | nt | -16
COc1ccc(/C=C/C(=O)Nc2cccc(S(=O)(=O)NC3=NCCCCC3)c2)cc1 | -0.36 | -8 | -2 | -2.2 | -4 | -3 | 17 | 11 | 0
CCc1cc(=O)oc2cc(C)c3c(C)coc3c12 | -0.35 | -21[20 µM] | -110 | 0.5 | 6 | 1 | 13 | 2 | 4
O=C(O)/C(=C\c1cccc([N+](=O)[O-])c1)c1ccc(S(=O)(=O)N2CCCCC2)s1 | -3.9 | -7 | 32 | 0.2 | 13 | 3 | 7 | 6 | 24
CCOC(=O)Cn1c(C)nc2ccccc21 | -0.44 | -17 | -12 | -0.7 | 3 | -4 | 11 | nt | 3
CCC1C(C#N)=C(SC)NC2=C1C(=O)CC(C)(C)C2 (centres undefined) | -0.36 | -31 | -44 | -0.1 | -9 | -2 | 15 | -6 | 4
O=C(OCC(=O)N1CCc2ccccc21)c1ccc(Cl)nc1 | -0.53 | -21[20 µM] | 3 | 0.7 | 5 | 3 | 19 | 4 | -2
O=C(Nc1ccccc1)c1ccc(CN2CCc3ccccc3C2)cc1 | -0.48 | -11 | -9 | 0.4 | -7 | -6 | 2 | 2 | -8
O=C(NCCc1ccccc1)c1ccc(=O)oc1 | nt | 11 | 34 | 0.5 | 4 | 6 | 22 | -4 | 3
CS(=O)(=O)N(CC(=O)NC1CCCC1)c1ccc2c(c1)OCCO2 | 1.6 | -16[20 µM] | -1 | 0.5 | 2 | 3 | 9 | 3 | -6
CCCC(=O)Nc1nc2nc(-c3ccccc3)cc(=O)n2[nH]1 | -0.44 | -16[20 µM] | 6 | 0.3 | -1 | 2 | 7 | -10 | 0
Cc1ccc(CS(=O)(=O)CCC(=O)NCCCN2CCCC2)cc1 | nt | -21 | -9 | -1.2 | -1 | -4 | -5 | -8 | 2
COc1ccc(CNC(=O)C(c2ccco2)N(Cc2ccccc2)C(=O)Cc2cccs2)cc1 (centres undefined) | 0.9 | -22[20 µM] | 15 | -0.5 | 3 | 1 | 14 | -1 | 29
CNC(=S)N/N=C(\C)c1ccc(Cl)s1 | 13* | -1 | -8 | 0.3 | -2 | -13 | 11 | 7 | -42
The list goes on.
SMILES | Cl transport mod | Furin inh | m-calpain inh | PERK inh | FXIa inh | thrombin 1536 | FXIIa inh | Rad51 HR inh | KLK5 inh
COc1ccc(/C=C/C=C2\N=C(SC)SC2=O)cc1 | -0.0054 | -18 | -13 | 0.5 | 0 | -3 | 10 | nt | -13
COC(=O)C(C)(C)ONC(=O)Nc1ccccc1Cl | 0.84 | -32 | -22 | 1.3 | -4 | -5 | 5 | -3 | -1
O=C(CCc1ccccc1)N1CCN(c2ccccc2F)CC1 | -0.51 | -12 | 24 | 0.9 | 3 | -2 | nt | -6 | 5
CCSc1nnc(-c2ccccc2NC(C)=O)c(=O)[nH]1 | nt | -8 | 10 | 0.9 | 0 | 0 | 7 | -4 | 8
COc1cc(OC)cc(-c2nc3ccccc3c(=O)n2NC(=O)c2cccnc2Cl)c1 | 0.76 | -1 | 18 | 0.7 | 8 | 0 | 9 | 0 | -18
COC(=O)c1cc(CSC(=N)N)ccc1OCCC(C)C | -0.0069 | -27 | 2 | -0.7 | -5 | 1 | 9 | -3 | 0
CCCCN(C(=O)CSc1nnc(Nc2ccccc2)s1)c1c(N)n(CCC)c(=O)[nH]c1=O | 0.24 | -14 | 33 | 0.2 | -2 | 31 | 6 | 3 | -2
O=[N+]([O-])c1ccc(C[n+]2cccc3ccc4cccnc4c32)cc1 | 0.75 | -17 | -6 | 1.2 | -3 | -7 | 5 | 4 | -3
C#CCOC(=O)CCCC(=O)Nc1ccccc1OC | -0.85 | -13 | -15 | 0.6 | -2 | -4 | 2 | -11 | 2
COc1ccc(CCn2c(C)nc3ccccc3c2=O)cc1OC | nt | -24 | -23 | 0.0 | -3 | -10 | 4 | -4 | 14

In the list so far, three have a furan ring, fused or not:
SMILES | Cl transport mod | Furin inh | m-calpain inh | PERK inh | FXIa inh | thrombin 1536 | FXIIa inh | Rad51 HR inh | KLK5 inh
C=CCn1c(SCc2nc3ccccc3nc2C)nnc1-c1ccoc1C | nt | -13 | -7 | -0.4 | -3 | -1 | 2 | 5 | -25
CCc1cc(=O)oc2cc(C)c3c(C)coc3c12 | -0.35 | -21[20 µM] | -110 | 0.5 | 6 | 1 | 13 | 2 | 4
COc1ccc(CNC(=O)C(c2ccco2)N(Cc2ccccc2)C(=O)Cc2cccs2)cc1 (centres undefined) | 0.9 | -22[20 µM] | 15 | -0.5 | 3 | 1 | 14 | -1 | 29

High-throughput results as filed in PubChem BioAssay.

An excerpt; rates above refer to the full screens.
